# tim10-1 inh = inhibits growth of tim10-1 mutant yeast; S. cerevisiae tim10-1 ts strain growth, BacTiter-Glo, 24 h; inhibition, % at 20 µM; 330,000 compounds, 2.2% hits; AID 463190;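 active means inhibition of at least 40%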;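 further: mutant grown at 25 °C; 0% = DMSO wells with yeast and 100% = wells holding no yeast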
# APJ ag = APJ receptor agonism. CHO-K1 APJ PathHunter beta-arrestin, luminescence; 0% DMSO wells, 100% apelin. AID 2520. 330,000 compounds, 0.11% hits. P35414. activation, % at 20 µM;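 active means activation more than six SD over the plate average, tested at 20 µM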;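 further: 0% = DMSO alone and 100% = apelin-13 at 10 nM; some results filed as inactive read as strong as hits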
# Target sequence (P35414 whole entry, looked up): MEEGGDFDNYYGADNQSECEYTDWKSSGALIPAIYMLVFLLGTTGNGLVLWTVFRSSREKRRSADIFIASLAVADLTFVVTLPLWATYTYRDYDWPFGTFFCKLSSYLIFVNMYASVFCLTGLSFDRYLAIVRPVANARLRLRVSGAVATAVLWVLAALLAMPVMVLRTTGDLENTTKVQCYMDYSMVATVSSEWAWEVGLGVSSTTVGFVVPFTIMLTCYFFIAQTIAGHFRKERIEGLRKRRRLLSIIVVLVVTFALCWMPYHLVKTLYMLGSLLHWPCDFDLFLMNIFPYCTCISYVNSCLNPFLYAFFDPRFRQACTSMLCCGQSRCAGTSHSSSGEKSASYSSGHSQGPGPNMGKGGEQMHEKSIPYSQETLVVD
#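 Test system – PathHunter CHO-K1 APJ (AGTRL-1) beta-arrestin reporter cells · Input – 1000 cells/well · Compound – single test compound dose, 20 µM final, 1% DMSO · Times – compound stimulation 90 min at 25 °C, detection 60 min · Technique – beta-gal luminescence · Read-out basis – APJ–arrestin association signal · Control set – negative DMSO alone, positive Apelin-13 at 10 nM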
# CHOP UPR activ = activators of apoptotic arm of unfolded protein response (CHOP); CHO-CHOP luciferase reporter, UPR activation, luminescence; percent of tunicamycin response over DMSO baseline; activation, % at 10 µM; 330,000 compounds, 0.34% hits;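 active means at 10 µM dose, activation of 40% or more, normalized to positive control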;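 further: 100% = tunicamycin at 10 µg/mL and 0% = DMSO alone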
#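 System: CHO CHOP reporter cells. Amount: 500 cells per well. Buffer or medium: F12 medium, 10% FBS. Compound dosing: one dose, 10 µM in 0.5% DMSO. Incubation: 6 h compound exposure at 37 °C after overnight seeding. Technique: Steady-Glo luciferase luminescence. Benchmarks: tunicamycin and DMSO controls.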
# TIM10 inh = inhibits growth of TIM10 yeast strain | S. cerevisiae TIM10 strain growth, BacTiter-Glo luminescence, 24 h | inhibition, % at 10 µM | 330,000 compounds, 1.4% hits | AID 463195;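 active means inhibition of 40% or more at the single tested concentration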;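 further: wild-type TIM10 isogenic control strain grown at permissive 25 °C; 0% = DMSO yeast wells and 100% = minimal medium wells without yeast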
# tim23-1 inh = growth inhibitors of tim23-1 mutant yeast. S. cerevisiae tim23-1 growth, BacTiter-Glo luminescence, 24 h. inhibition, % at 20 µM. 330,000 compounds, 1.3% hits;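 active means growth inhibition of the mutant yeast at or above 50%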;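 further: temperature-sensitive mutant grown at 25 °C; plate controls were DMSO-treated mutant yeast for no effect and medium wells lacking yeast for full effect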
# Mdm2 MdmX PPI = inhibitors of human Mdm2/MdmX interaction; 330,000 compounds, 3% hits; inhibition, % at 8 µM; AID 485346; SaOS-2 split-luciferase Mdm2/MdmX complementation, luminescence;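 active means inhibition of at least 50% at 8 µM in the primary screen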
# CXCR6 block = inhibitors of human CXCR6 receptor. O00574. CHO-K1 PathHunter CXCR6 beta-arrestin, luminescence. inhibition, % at 20 µM. 360,000 compounds, 0.36% hits; in the data active means inhibition above about 34%, passing the limit was not always enough;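 further: antagonist mode with CXCL16 agonist at 10 nM final; 0% = 10 nM CXCL16 with DMSO and 100% = unstimulated wells without agonist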
# Target sequence (O00574 whole entry, looked up): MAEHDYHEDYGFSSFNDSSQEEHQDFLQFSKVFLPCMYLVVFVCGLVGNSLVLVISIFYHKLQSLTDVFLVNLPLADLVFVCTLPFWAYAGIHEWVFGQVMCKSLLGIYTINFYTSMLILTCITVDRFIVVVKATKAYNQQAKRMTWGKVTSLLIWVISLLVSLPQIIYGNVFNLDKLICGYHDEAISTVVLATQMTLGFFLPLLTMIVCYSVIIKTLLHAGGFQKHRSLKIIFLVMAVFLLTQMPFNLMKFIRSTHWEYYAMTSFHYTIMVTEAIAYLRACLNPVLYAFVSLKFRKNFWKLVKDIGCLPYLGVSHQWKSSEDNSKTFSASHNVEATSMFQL
# APJ antag = antagonists of human APJ apelin receptor; inhibition, % at 20 µM; P35414; CHO-K1 APJ beta-arrestin complementation, luminescence; 330,000 compounds, 0.32% hits;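 active means inhibition above about 40% at 20 µM, limit read from the data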;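 further: cells challenged with 10 nM apelin-13 agonist together with compound; plate controls were apelin-13 plus DMSO wells for no effect and DMSO wells lacking apelin-13 for full effect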
# UPR XBP1 act = activators of adaptive arm of unfolded protein response (XBP1); CHO-XBP1 luciferase reporter, IRE1-XBP1 UPR activation, luminescence; percent of tunicamycin response, DMSO as zero; activation, % at 20 µM; 330,000 compounds, 0.33% hits; AID 463104;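 active means versus positive control, 20 µM dose yields 30% or more activation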;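 further: 100% = tunicamycin at 10 µg/mL and 0% = DMSO only wells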
#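 Material: CHO cell line with stable XBP1 luciferase reporter; schedule: 16-18 h cell attachment at 37 °C, then 6 h compound exposure; signal: glow luminescence from Steady-Glo reagent; medium: serum-containing F12 medium, 10% FBS; benchmarks: tunicamycin 10 µg/mL and vehicle-only wells; read-out: percent activation relative to tunicamycin reference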
# * marks the source's active call; other numbers are inactive results; . = no result given. The list is partial (hit frequency here may not be typical).
SMILES,tim10-1 inh,APJ ag,CHOP UPR activ,TIM10 inh,tim23-1 inh,Mdm2 MdmX PPI,CXCR6 block,APJ antag,UPR XBP1 act
CCNC(=S)N1CCc2cc(OC)c(OC)cc2C1COc1ccc(OC)cc1 (configuration not stated),22,-4,-2.0,-2,25,-11,-3,-25,-1
CCC(=O)N=C1SC2CS(=O)(=O)CC2N1c1cccc(OC)c1 (configuration not stated),2,2,-0.4,1,17,23,4,9,-1
Cc1c(Cl)cccc1NS(=O)(=O)c1cccc2nsnc12,26,-2,-0.5,-5,34,3,11,13,-3
Cc1ccc2c(c1)N(C(=O)CCC(=O)N1CCN(c3cccc(C)c3C)CC1)CCO2,15,-1,0.5,4,30,6,3,-2,-2
Cc1ccc(NC(=O)Cn2nc(C(=O)Nc3ccc(C)cc3)ccc2=O)cc1,14,2,1.3,-3,9,15,-2,12,-2
CCOC(=O)CSc1nnc(-c2ccco2)n1C,12,-5,-1.1,-12,-12,15,1,11,-1
O=C(OCc1ccccc1)c1ccc2c(c1)-c1ccccc1C2=O,27,1,1.6,8,18,-143,-1,-8,0
CCOc1ccccc1NC(=O)c1cc(CC(C)C)oc1C,20,-3,4.5,27,13,-4,7,19,2
COc1ccc(NC(=S)NNC(=O)c2nnn(-c3ccccc3)c2C)cc1,0,-7,-0.5,-12,-15,-11,16,24,1
CCCC(c1nnnn1Cc1ccco1)N1CCC(C(N)=O)CC1 (configuration not stated),8,8,-1.0,-8,13,22,-3,-8,-1
O=C1CC(NS(=O)(=O)c2ccc([N+](=O)[O-])cc2)CN1c1cccc(F)c1 (configuration not stated),29,27,1.5,2,8,20,-31,-8,2
CC(C)N(Cc1ccccc1)C(=S)NCc1ccccc1,10,-2,0.4,8,19,1,6,-8,2
COc1ccccc1CNC(=O)C(NS(=O)(=O)c1ccc2c(c1)OCCO2)C(C)C (configuration not stated),-8,-4,-0.5,1,-5,-9,-2,-2,-3
COc1cc(/C=C(\C#N)C(=O)Nc2cccc(C(=O)O)c2)ccc1OCc1ccc(F)cc1,17,2,5.0,8,4,-35,-3,0,-1
CCOC(=O)C1CCN(C(=O)c2sc3ncnc(N4CCC(C)CC4)c3c2C)CC1,35,-4,1.4,41*,28,8,4,-1,2
O=C(c1cc(Br)c(Br)s1)N1CCOCC1,-9,2,1.2,5,0,11,-1,-58,-3
CC(OC(=O)C1CCN(S(=O)(=O)c2ccccc2)CC1)C(=O)Nc1ncc(Cl)cc1Cl (configuration not stated),20,1,-0.1,20,17,10,0,13,0
Oc1ccc(/C=N/Nc2cccc3cccnc23)c(O)c1,-4,2,5.3,19,58*,-76,3,-15,12
COc1cc(-c2nnc(SCC#CCO)o2)cc(OC)c1OC,16,-4,0.4,7,5,24,-3,15,6
CC(=O)Nc1ccc(S(=O)(=O)C(C#N)c2nc3ccccc3nc2NCCCO)cc1 (configuration not stated),18,-4,0.1,-8,10,3,-1,-14,2
O=C(Nc1ccc2nsnc2c1)C1CC1,14,-5,0.5,20,26,-20,4,12,0
CCC(C)NC(=O)c1nn(C)c(=O)c2ccccc12 (configuration not stated),25,-5,0.5,2,11,0,3,-13,1
Oc1[nH]c2ccccc2c1N=Nc1cccc(Cl)c1,29,-2,2.7,37,32,-90,11,-2,0
NC(=O)CSc1nnc(-c2ccc(S(=O)(=O)N3CCOCC3)cc2)n1CC1CCCO1 (configuration not stated),13,-3,-1.8,-6,-8,25,2,4,2
NNC(=O)c1ccncc1,16,2,0.0,3,10,12,-3,-2,-4
CC1(c2ccccc2)NC(=O)N(CC(=O)N2CCN(S(=O)(=O)c3c(F)cccc3F)CC2)C1=O (configuration not stated),-4,-2,-1.9,10,-3,9,0,-2,-3
COc1cc(/C=N/n2c(-c3cc(C)[nH]n3)n[nH]c2=S)cc(OC)c1O,-6,1,-0.7,-1,13,-4,-1,-19,-4
Cc1nnc(-c2cccc(Br)c2)c2cn(-c3ccccc3Cl)nc12,51*,1,1.2,51*,42,-11,7,5,1
CCOC(=O)c1[nH]c(C)c(C(=O)OCCN2C(=O)c3ccccc3C2=O)c1C,6,1,-2.3,7,17,11,3,2,3
O=C(NC1CCS(=O)(=O)C1)C1CCCN(S(=O)(=O)c2ccc(Cl)cc2)C1 (configuration not stated),9,-3,0.9,10,7,2,12,-22,-4
Cc1ccc(N(CC(O)CN2CCCC2)S(=O)(=O)c2ccc(C)cc2)cc1 (configuration not stated),6,-4,0.7,-7,5,35,-2,-6,-1
CCc1ccc(NC(=O)Cc2ccc(-n3cccc3)cc2)cc1,-22,-2,1.6,-13,-5,12,-3,-4,-1
Cc1cccc(/C=C2\Sc3ccc(C(=O)NCC4CCCO4)cc3N(C)C2=O)c1 (configuration not stated),26,2,0.3,12,29,3,13,-2,2
Cc1nc(-c2ccc(Cl)cc2)sc1C(=O)NNC(=O)C(C)C,-18,3,-0.2,-12,-9,23,-1,-16,-1
O=C(Nc1ccccc1Cl)O/N=C(/c1ccccc1)c1ccccn1,17,11,-1.9,6,2,-14,-2,-9,-1
O=C(NCc1ccc(Cl)cc1)N1CCOCC1,11,3,0.4,4,3,-1,1,18,-4
COC(=O)c1cc([N+](=O)[O-])c(-n2ccnc2)c([N+](=O)[O-])c1,-10,-5,6.9,-1,-16,-2,18,5,91*
Cc1ccc(S(=O)(=O)N(C)c2ccc(OC(=O)c3ccc(N4CCCC4=O)cc3)cc2)cc1,-14,12,4.1,5,-5,21,1,-23,-7
COc1ccc(NC(=O)C(C)SCc2ccccc2)cc1 (configuration not stated),-10,-2,3.1,3,13,-9,-2,-4,7
CCN1CC2=C(OC(N)=C(C#N)C2c2ccccc2)/C(=C\c2ccccc2)C1 (configuration not stated),6,-5,-0.8,10,7,-9,22,23,-3
CCOc1ccc(CN(CC)C(=O)Cc2c[nH]c3ccccc23)cc1OC,5,0,2.4,13,11,34,10,1,4
N#Cc1ccccc1NC(=O)Nc1ccc(Cl)cc1,23,-1,-2.3,2,0,11,-2,20,-5
CCN(CC(=O)Nc1c(F)cccc1F)C(=O)C1Cc2ccccc2CN1S(=O)(=O)CC (configuration not stated),3,0,1.8,13,17,-11,0,11,0
COc1ccc(S(=O)(=O)NCc2ccc(C(=O)NCc3cccnc3)cc2)cc1,-1,-3,-0.3,-8,7,-7,.,3,3
Cc1ccc(C)c(CN2C(=O)C3CCCN3c3ccc(C#N)cc32)c1 (configuration not stated),32,-5,-0.6,36,29,19,-1,2,-2
CC(Cl)C(=O)Nc1ccccc1C#N (configuration not stated),5,-3,-1.3,22,11,-16,-5,-1,2
CC(C)(C)N(Cc1cc2ccccc2[nH]c1=O)C(=O)c1cccc([N+](=O)[O-])c1,22,-2,-0.9,-4,1,12,4,-8,-2
COc1ccc(NC(C)=O)cc1NC(C)C(=O)Nc1cc(C(F)(F)F)ccc1N1CCOCC1 (configuration not stated),7,-5,1.0,6,7,29,-3,4,-3

# Reformatted with two lines to a compound: 4 of the compounds above.
# Results follow in this order: tim10-1 inh | APJ ag | CHOP UPR activ | TIM10 inh | tim23-1 inh | Mdm2 MdmX PPI | CXCR6 block | APJ antag | UPR XBP1 act
COC(=O)c1cc([N+](=O)[O-])c(-n2ccnc2)c([N+](=O)[O-])c1
  -10 | -5 | 6.9 | -1 | -16 | -2 | 18 | 5 | 91*
Cc1ccc(S(=O)(=O)N(C)c2ccc(OC(=O)c3ccc(N4CCCC4=O)cc3)cc2)cc1
  -14 | 12 | 4.1 | 5 | -5 | 21 | 1 | -23 | -7
COc1ccc(NC(=O)C(C)SCc2ccccc2)cc1 (configuration not stated)
  -10 | -2 | 3.1 | 3 | 13 | -9 | -2 | -4 | 7
CCN1CC2=C(OC(N)=C(C#N)C2c2ccccc2)/C(=C\c2ccccc2)C1 (configuration not stated)
  6 | -5 | -0.8 | 10 | 7 | -9 | 22 | 23 | -3

# Carrying on:
SMILES,tim10-1 inh,APJ ag,CHOP UPR activ,TIM10 inh,tim23-1 inh,Mdm2 MdmX PPI,CXCR6 block,APJ antag,UPR XBP1 act
c1ccc(-c2cc3c(NCC4COc5ccccc5O4)ncnc3s2)cc1 (configuration not stated),28,1,-1.9,32,27,32,-10,2,-3
Cn1c(SCC(=O)Nc2ccc3c(c2)OCCO3)nnc1C1CC1,-12,0,0.4,-4,11,14,4,-2,-2
Cc1onc(-c2ccccc2)c1C(=O)NCCc1ccc(S(N)(=O)=O)cc1,7,-2,-0.3,3,4,10,-3,-16,-2
Cc1ccc(NC(=O)C(=O)c2cn(CC(=O)N3CCCCC3)c3ccccc23)cc1,17,1,3.2,12,16,23,6,-3,0
Cc1cccc(CS(=O)(=O)Cc2ccc(C(=O)NCc3cccnc3)o2)c1,8,-2,-2.6,1,15,-22,-4,-7,9
O=C(NCCSc1ncc(-c2ccc(F)cc2)[nH]1)c1ccco1,3,-4,0.2,-1,5,-3,-3,7,-3
O=C(CSc1nc2ccccc2n1-c1ccccc1)NCC1CCCO1 (configuration not stated),23,-7,-3.5,2,12,4,8,-3,0
CC(C)=CC(=O)OCC(=O)NC1CCCc2ccccc21 (configuration not stated),5,-2,-0.3,3,11,-16,3,5,1
NS(=O)(=O)c1ccc(NC(=S)Nc2cc(Cl)c(Cl)cc2Cl)cc1,17,7,-0.4,9,18,-8,0,-11,0
O=c1ccc(-c2nc3cc(Cl)ccc3n2Cc2ccccc2)c[nH]1,17,-3,1.4,8,16,9,3,-7,4
CC(C)(C)C(=O)C1=C(O)C(=O)N(Cc2ccccc2)C1c1ccccc1Cl (configuration not stated),9,-2,11,-7,4,2,3,5,-3
CC(=O)c1cc(NC(=O)c2ccc([N+](=O)[O-])cc2)c(=O)oc1C,13,-3,1.9,9,26,11,-4,-29,-2
CC1CC(C)CN(CCCSc2ccccc2)C1 (configuration not stated),5,-3,0.4,-16,5,-34,0,-2,-5
O=C(COC(=O)c1cc(S(=O)(=O)N2CCOCC2)ccc1Cl)Nc1ccc2c(c1)OCO2,12,2,2.7,9,16,2,0,4,-3
O=C(Cc1ccccc1)NC(=S)Nc1ccc2oc(-c3ccccc3F)nc2c1,-2,-2,7.1,-6,4,-22,12,9,1
Cc1ccc(Nc2nc(NCc3ccco3)c3ccccc3n2)cc1,7,14*,22,9,-8,70*,-5,-36,61*
CCOC(=O)c1c(NC(=O)c2cccc([N+](=O)[O-])c2C(=O)O)sc2c1CCCC2,14,0,0.1,7,8,8,-1,11,0
Cc1nnc2sc(SCC(=O)Nc3nccs3)nn2c1=O,4,0,-0.1,7,-12,17,1,31,2
CCCc1cc(=O)n2[nH]c(C)nc2n1,9,0,0.6,-14,0,10,-10,-7,-1
Cc1ccccc1OCC(=O)OCC(=O)Nc1cc(S(C)(=O)=O)ccc1Cl,-13,-1,0.5,-11,-3,13,3,6,-1

# Compound activity from PubChem BioAssay.
